High-throughput results (PubChem BioAssay)
mcGAS inh: blocks mouse cGAS activity | inhibition, % at 12.5 µM | hit rate 0.15% among 160,000 | Q8C6L5 | recombinant cGAS, Kinase-Glo ATP depletion luminescence | AID 1259399;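 further: 0% = negative control wells and 100% = reference inhibitor with no enzyme activity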
NPYLR7 agonist: mosquito NPYLR7 agonism. HEK293T NPYLR7/Galpha15, GCaMP6s calcium fluorescence. activation, % at 10 µM. hit rate 0.15% among 270,000. AID 1259423; in the data active means activation above about 40%;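 further: 0% = vehicle and 100% = reference agonist at the receptor; some compounds past the cut are filed as inactive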
hcGAS lum: blocks human cGAS activity. AID 1259398. hit rate 0.081% among 290,000. Q8N884. inhibition, % at 12.5 µM. recombinant h-cGAS, ATP depletion, Kinase-Glo luminescence;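 further: 0% = vehicle reaction and 100% = reaction without DNA for no activity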
Target sequence (Q8N884 whole entry, looked up): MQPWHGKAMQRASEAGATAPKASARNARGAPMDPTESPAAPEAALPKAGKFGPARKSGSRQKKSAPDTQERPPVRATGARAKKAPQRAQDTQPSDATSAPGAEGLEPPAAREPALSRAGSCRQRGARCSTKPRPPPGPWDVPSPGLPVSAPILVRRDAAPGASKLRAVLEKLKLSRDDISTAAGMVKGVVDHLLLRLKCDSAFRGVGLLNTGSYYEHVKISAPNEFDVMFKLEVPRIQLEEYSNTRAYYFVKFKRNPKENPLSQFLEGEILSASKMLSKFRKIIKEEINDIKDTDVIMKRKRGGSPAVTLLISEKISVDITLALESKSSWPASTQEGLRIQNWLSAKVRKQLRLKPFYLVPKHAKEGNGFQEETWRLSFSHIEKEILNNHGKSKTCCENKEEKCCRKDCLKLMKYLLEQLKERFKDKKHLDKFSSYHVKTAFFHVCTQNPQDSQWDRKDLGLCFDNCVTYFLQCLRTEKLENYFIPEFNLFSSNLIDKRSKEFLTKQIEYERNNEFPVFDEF
Starred values were filed as active, the others as inactive; / = not tested or not shown. Unless noted, no stated cut-off is given here; in the data, active means inhibition above about 40%; inactive means the rest.

Sequence of screens: hcGAS lum	NPYLR7 agonist	mcGAS inh
COc1ccc(C(C)=O)cc1Nc1cc(C)nc2cc(C(F)(F)F)ccc12
  -8	5	-8
CNc1nc(CN2CCOC(c3ccc(Cl)c(Cl)c3)C2)cs1 (stereo not given)
  -5	3	/
Cc1sc2nc(CCc3ccccc3)nc(N3CCCC3)c2c1C
  1	/	2
CC(C)N(C(=O)CSc1nnc(-c2ccc3c(c2)OCO3)o1)C(C)C
  -3	1	/
Cn1c2ccccc2c2cc(C(=O)N3CCC(CO)(Cc4ccccc4)CC3)ccc21
  -9	8	/
COc1ccccc1-c1noc(CSc2nc3ccccc3c3nc4ccccc4n23)n1
  -4	6	/
CN(C(=O)c1ccc(C2CCCCC2)cc1)c1c(N)n(Cc2ccccc2)c(=O)[nH]c1=O
  -6	0	/
CCCN(CC(=O)Nc1c(-c2ccccc2)c(C)nn1-c1ccccc1C)C(=O)Nc1c(C)cccc1C
  -13	14	-5
Cc1nc(C2CCNCC2)cc(N(C)Cc2ccsc2)n1
  -7	0	/
COc1ccc(-c2cc(C(=O)N3CCN(C/C=C/c4ccccc4)CC3)n3nc(C(C)(C)C)cc3n2)cc1
  -9	12	-7
CCOC(=O)c1c(C)[nH]c(C(=O)CN2C(=O)NC3(CCC(CC)CC3)C2=O)c1C (stereo not given)
  -4	9	-7
Cc1ccc(CN(CCc2ccccc2)C(=O)CN(C(=O)Nc2ccccc2C)C2CCCCC2)o1
  0	-12	-2
CC12C=CC(O1)C1C(=O)N(c3ccc(Cl)c(C(F)(F)F)c3)C(=O)C12 (stereo not given)
  -1	-10	1
Cc1c(C)n2c3c(=O)n(CCN4CCOCC4)c(=O)n(C)c3nc2n1-c1ccccc1F
  -3	-1	/
O=C1NC(=S)SC1=Cc1ccc(C(=O)O)cc1
  33	13	65*
CCOc1ccc(C#N)cc1NC(=O)NC1CCC(C(=O)NC)CC1 (stereo not given)
  -7	7	/
COc1cc(OC)cc(C2CCN(C(=O)c3cc[nH]c3C)C2)c1 (stereo not given)
  -2	-25	/
CCOc1ccccc1N=Nc1c(-c2ccccc2)[nH]n(-c2nc(-c3ccccc3)cs2)c1=O
  17	5	1
CN(C1CCCCC1)S(=O)(=O)c1ccc(SC2CCOC2=O)nc1 (stereo not given)
  -9	4	/
CCOc1ncccc1CN1CCCC(C(=O)Nc2ccc(C(C)(C)C)cc2)C1 (stereo not given)
  2	-15	0

The closing 5 compounds of the part above lead into the next.
Sequence of screens: hcGAS lum	NPYLR7 agonist	mcGAS inh
CCOc1ccc(C#N)cc1NC(=O)NC1CCC(C(=O)NC)CC1 (stereo not given)
  -7	7	/
COc1cc(OC)cc(C2CCN(C(=O)c3cc[nH]c3C)C2)c1 (stereo not given)
  -2	-25	/
CCOc1ccccc1N=Nc1c(-c2ccccc2)[nH]n(-c2nc(-c3ccccc3)cs2)c1=O
  17	5	1
CN(C1CCCCC1)S(=O)(=O)c1ccc(SC2CCOC2=O)nc1 (stereo not given)
  -9	4	/
CCOc1ncccc1CN1CCCC(C(=O)Nc2ccc(C(C)(C)C)cc2)C1 (stereo not given)
  2	-15	0
COc1ccc(C)c2sc(N(Cc3cccnc3)C(=O)Cc3ccccc3)nc12
  -6	-9	-8
CCOc1ccc(/C=N\NC(=O)Cc2nnc(NC(=O)c3cccc(C)c3)s2)cc1O
  0	-4	-1
O=C(O)c1ccccc1CN1CCC(c2ccccc2Cl)C1 (stereo not given)
  -7	7	/
COc1cc(F)ccc1COc1ccc2c(C3CC3)noc2n1
  -7	24	-4
CCOc1ccc(-n2cnnc2)cc1-n1cccc1
  -12	0	/
CCOC(=O)CCc1c(C)nc2ncnn2c1N1CCN(C(=O)Nc2cccc(C#N)c2)CC1
  -4	2	-8
CC1(O)OC2(C)CCC1(C)OC2(C)O (stereo not given)
  -4	0	/
CCCCCCC(=O)Nc1ccc(N2CCc3ccccc3C2)c(C(=O)NCCN(CC)CC)c1
  -14	/	-6
Cc1cccc(-c2nc(SCC(=O)Nc3cc(C)on3)c3c(=O)n(C)c(=O)n(C)c3n2)c1
  -11	-5	-9
CSc1ccc(CNC(=O)CSc2cc(-n3nc(C)cc3C)ncn2)cc1
  0	-7	/
CSc1ccc(/C=N\NC(=O)c2cc(-c3ccccc3)nc3ccccc23)cc1
  -1	0	2
COc1ccc2nc(NC(=O)N(C)Cc3ccc4c(c3)OCCO4)sc2c1
  -5	6	/
CC(C)(C)c1cc(N2CCOCC2)nc(SCc2ccc(C(=O)NC3CC3)cc2)n1
  -7	2	-4
O=C(Nc1cccc2cccnc12)C(=O)NC1CCc2ccccc21 (stereo not given)
  -9	5	/
CCC1CCCCN1C1=CC(=O)OC12CCCCC2 (stereo not given)
  1	12	/
CCC(C)N(Cc1cccc(Cl)c1)C(=O)CCc1c(C)nn(C)c1C (stereo not given)
  -12	22	-13
COc1ccc(/C=C/C(=O)NNC(=O)COc2ccc(C)cc2)cc1
  1	-11	0
C=CCn1c(=O)c2c(nc3n2CC(C)CN3c2ccc(CCCC)cc2)n(C)c1=O (stereo not given)
  -2	4	-7
CC(C#N)OC(=O)c1ccccc1NCc1ccco1 (stereo not given)
  -5	-3	/
COc1cccc(CCNC2CCN(c3ccc(NC(=O)c4ccc(C)cc4C)cc3)CC2)c1
  -5	14	-11

Some of the entries so far, with each value named.
CC(C#N)OC(=O)c1ccccc1NCc1ccco1 (stereo not given)
  hcGAS lum = -5; NPYLR7 agonist = -3; mcGAS inh = /

COc1cccc(CCNC2CCN(c3ccc(NC(=O)c4ccc(C)cc4C)cc3)CC2)c1
  hcGAS lum = -5; NPYLR7 agonist = 14; mcGAS inh = -11

Back to the main list with the 7 entries that preceded the break.
Sequence of screens: hcGAS lum	NPYLR7 agonist	mcGAS inh
O=C(Nc1cccc2cccnc12)C(=O)NC1CCc2ccccc21 (stereo not given)
  -9	5	/
CCC1CCCCN1C1=CC(=O)OC12CCCCC2 (stereo not given)
  1	12	/
CCC(C)N(Cc1cccc(Cl)c1)C(=O)CCc1c(C)nn(C)c1C (stereo not given)
  -12	22	-13
COc1ccc(/C=C/C(=O)NNC(=O)COc2ccc(C)cc2)cc1
  1	-11	0
C=CCn1c(=O)c2c(nc3n2CC(C)CN3c2ccc(CCCC)cc2)n(C)c1=O (stereo not given)
  -2	4	-7
CC(C#N)OC(=O)c1ccccc1NCc1ccco1 (stereo not given)
  -5	-3	/
COc1cccc(CCNC2CCN(c3ccc(NC(=O)c4ccc(C)cc4C)cc3)CC2)c1
  -5	14	-11
Cc1cccn2c(=O)cc(CSc3nnc(-c4ccco4)n3C3CCCCC3)nc12
  -3	18	/
COc1ccccc1OCC(=O)NCC1CCCN(C(=O)c2ccc3c(c2)OCO3)C1 (stereo not given)
  -5	6	/
CCOC(=O)c1c(C)[nH]c(C(=O)C(=O)N2CCN(c3ccccc3F)CC2)c1-c1ccccc1
  -9	8	/
Cc1ccccc1CN(CC(C)C)CC(O)COC(C)C (stereo not given)
  2	17	-2
CC(=O)NCc1ccc(-c2csc(C(C)(C)C)n2)o1
  3	-1	-1
COc1cccc(C(C2Sc3nc(C)nn3C2=O)N2CCN(c3ccccc3F)CC2)c1 (stereo not given)
  4	29	/
C(=C\c1nn2cnnc2s1)/c1ccccc1
  -6	1	-7
CC1CN(c2cc(Oc3ccc(F)c(F)c3)ncn2)CCN1C(=O)/C=C/c1ccccc1 (stereo not given)
  -9	8	-6
C=c1ccc(C)cc1=C1NN=C(NC(=O)c2cc(OC)cc(OC)c2)O1
  -4	8	/
CNC(=O)[C@@]1(OCc2cccc(F)c2)CC(OCc2cccc(Cl)c2)[C@H](O)[C@H](O)C1 (stereo not given in full)
  -5	6	-8
CCN(Cc1noc(C)n1)C(=O)c1cc(COc2ccccc2F)[nH]n1
  -8	32	-11
Cc1nc2ccc(S(=O)(=O)NCCCn3nc(-c4ccco4)ccc3=O)cc2s1
  -5	1	/
O=[N+]([O-])c1ccc(N/N=C\c2c(-c3ccccc3)nc3ccccn23)c([N+](=O)[O-])c1
  -11	-1	-7
C=CCN(CC(=O)N1CCc2sccc2C1COc1ccccc1F)C(=O)c1cccc(C)c1 (stereo not given)
  -2	-5	-2
COc1cncc(-c2ccc(-n3cccn3)cc2)c1
  -1	24	-10
CC(C)CN(CC(C)C)C(=O)C1CCC(CNc2c(N3CCCC3)c(=O)c2=O)CC1 (stereo not given)
  -7	5	-5
CC(C)n1nc(C(=O)OCC(=O)N2CC(=O)Nc3ccccc32)c2ccccc2c1=O
  -6	-11	-15
CC1CN(C(=O)CCCSc2nnc(-c3cccs3)n2-c2ccccc2)CCN1C(=O)c1cc(C(F)(F)F)cc(C(F)(F)F)c1 (stereo not given)
  -1	/	-4
Cc1ccc(CN(CC(O)COc2ccccc2)CC2CCCO2)c(C)c1 (stereo not given)
  -3	32	-6
Cc1ccc(Sc2ncccc2C(F)(F)F)cc1
  -5	4	/
O=C1Nc2ccccc2C12CCCN(c1nc(-c3ccccc3)no1)C2 (stereo not given)
  -5	-5	/
O=C(NCC1CC2c3ccccc3C1c1ccccc12)N1CCOCC1 (stereo not given)
  -11	2	/
c1csc(-c2nnc(SCc3nc(-c4ccsc4)no3)n2C2CC2)c1
  -5	4	/
CNc1nc(C)c(C(=O)N(Cc2ccsc2)CC2CCCO2)s1 (stereo not given)
  -4	10	/
CC1(C(=O)Nc2cccc(Oc3ccccc3)c2)CCN1Cc1cccc2c1OCO2 (stereo not given)
  -11	6	/
CCOC(=O)c1ccc2c(c1)nc(SCc1ccc(/C=C/c3ccccc3)cc1)n2Cc1ccccn1
  -3	5	-5
O=C(c1cccc(Cn2cccn2)c1)N1CCC2(CC1)C(=O)Nc1ccccc12
  1	0	-13
Cc1ccccc1NC(=O)N1CCc2nc(-c3ccccc3)nc(N3CCCC3)c2C1
  -4	-3	-6
CNC(=O)Cn1c(CO)cnc1SCC(=O)Nc1ccc(C(N)=O)cc1
  -3	8	-8
Cc1ccc2oc(-c3cc(NC(=O)c4cccs4)ccc3Cl)nc2c1
  -9	-1	-6
Cc1ccc(Cc2nnc(NS(=O)(=O)c3cccnc3)s2)cc1
  -6	-8	-17
Cc1ccccc1C1=NC(C(F)(F)F)(C(F)(F)F)N=C2C=CC=CN21
  -1	9	/
Cc1oc(C)c(-c2ccc(Cl)cc2)c1C(=O)Nc1ccc(-c2ccccc2)cc1
  -9	12	-4
Cc1cc2ccccc2n1CCC(=O)N(C)CCc1ccccn1
  -12	6	-14
CCCNC(=O)C1CN(C(=O)Cn2cnc3sc(C)c(C)c3c2=O)c2ccccc2O1 (stereo not given)
  -14	14	-5
Cc1ccc(S(=O)(=O)N2CCN(CC(=O)OC(C)(C)C)CC2)s1
  -4	4	/
COc1ccc(OC)c(CC(=O)N[C@H]2C[C@H]3CN(C)CCN3C2)c1
  -2	-1	/
CN(C)c1ccc(N)cc1CN(C(=O)c1ccccc1Cl)C1CC1
  -5	-2	-6
O=C(O)c1c[nH]c2ccccc2c1=O
  -10	-4	/
c1cc(C2CCCC2)nc(NCCC2CCOC2)n1 (stereo not given)
  -2	8	/
O=C(c1ccc(CN(CC2CCOC2)C2CC2)cc1)N1CCCC1 (stereo not given)
  -4	1	/
CCN(Cc1ccccc1OCC(C)C)CC(C)C#N (stereo not given)
  -10	8	/

Rows were taken by chance; about 0.26% have a hit in one of these screens.
